# Rtt109 HAT inh: inhibitors of Candida albicans Rtt109/Vps75 histone acetyltransferase; Q5AAJ8; purified Rtt109/Vps75, ThioGlo CoA-SH fluorescence, 4 h; inhibition, % at 34.9 µM; actives 0.16% (n = 330,000);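 active means inhibition of at least 50% in every replicate; inconclusive means best replicate reaches 50% inhibition but some replicates fall short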
# CAL PDZ FP-1: CAL PDZ (human) peptide binding inhibition; inhibition, % at 24.9 µM; Q9HD26; purified CAL PDZ, TMR-peptide fluorescence polarization, 1 h; actives 0.92% (n = 300,000); AID 602252;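 active means mean inhibition of at least 30% with at least half of replicates also reaching 30%; inconclusive means no clear call, values can overlap the other calls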;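 further: 0% = DMSO neutral control and 100% = excess unlabeled competitor peptide PRC23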
# PfHsp90 yeast 2: inhibits growth of yeast expressing Plasmodium falciparum Hsp90; actives 0.32% (n = 310,000); S. cerevisiae expressing PfHsp90, BacTiter-Glo ATP, 48 h; yeast lacking PDR1 and PDR3 efflux regulators; inhibition, % at 9.4 µM;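 active means every replicate shows inhibition above about 80%, whatever the replicate mean, limit read from the data; inconclusive means mean inhibition reaches the set limit but some replicate falls short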;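 further: 0% = DMSO neutral controls and 100% = 20 µM radicicol positive controls; yeast relying on Plasmodium falciparum Hsp90 in place of its own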
# CAL PDZ FP-2: inhibitors of human CAL PDZ peptide binding. Q9HD26. purified CAL PDZ, TMR-peptide fluorescence polarization, 1 h. inhibition, % at 20 µM. actives 0.02% (n = 330,000). AID 504414;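 active means highest replicate inhibition of at least 40%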;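 further: plate controls were DMSO neutral control wells for no effect and unlabeled competitor peptide control wells for full effect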
#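 Assay system – tagged CAL PDZ protein CerCALP, purified · Timing – 1 h at RT · Compound – single point, 20 µM · Measured by – fluorescence polarization from S- and P-plane intensities, G-factor corrected · Evaluation – inhibition from polarization loss · Probe or stimulus – TMR reporter peptide T*-PRC34 · Buffer or medium – pH 7.4 phosphate-saline buffer, reducing agent, detergent, IgG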
# SR-BI uptake up: SR-BI HDL lipid transfer activation; CHO ldlA[mSR-BI] cells, DiI-HDL uptake fluorescence, 3 h; 100 = double the neutral-control signal; activation, % at 12.5 µM; actives 0.096% (n = 320,000); AID 504775;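 active means mean replicate activation of at least 60% and every replicate at or above 60%; inconclusive means mean or all-replicate condition met, but not both; inactive means mean below 60% and not all replicates reaching 60%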;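 further: 0% = median plate neutral-control signal and 100% = twice that signal; values of inactives mirror those of a sister screen read the other way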
#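 Test system: SR-BI-overexpressing, LDLR-lacking CHO cells; Also added: labelled HDL, 10 µg/mL; Measured by: bottom-read cell fluorescence after medium removal, ex 550/em 595 nm; Timing: 3 h uptake period with compound, 37 °C; Buffer or medium: F12, 0.5% BSA, 25 mM HEPES; Doses: single compound concentration, delivered by pin transfer.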
# SR-BI DiI inh: mouse SR-BI HDL lipid transfer inhibition; Q61009; ldlA[mSR-BI] CHO cells, DiI-HDL uptake fluorescence, 3 h; inhibition, % at 12.5 µM; actives 0.96% (n = 320,000); AID 488896;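 active means mean replicate inhibition of at least 70% and a set share of replicates each scoring 70 or more; inconclusive means meets just one of the two criteria; inactive means fails both criteria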;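 further: 0% = median of neutral control wells and 100% = median of positive control wells; values of inactives mirror those of a sister screen read the other way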
# PvdQ inh: P. aeruginosa PvdQ acylase inhibition; inhibition, % at 10 µM; actives 0.063% (n = 340,000); purified PvdQ acylase, fluorescence plate reader; AID 488965; in the data active means inhibition above about 30%, passing the limit was not always enough; inconclusive means no clear call, values can overlap the other calls;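 further: 0% = vehicle neutral wells and 100% = reference inhibitor wells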
# dFosB act: activators of mouse delta FosB homodimer; P13346; purified delta FosB, TAMRA-CDK5 oligo fluorescence polarization; percent of positive-control signal above neutral wells; AID 493131; actives 0.99% (n = 340,000); activation, % at 25 µM;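 active means mean activation above about 17%, with every replicate also reaching it, limit read from the data, passing the limit was not always enough; inconclusive means only one of the two conditions met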;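 further: fluorescence polarization rise as delta FosB binds a TAMRA Cdk5 AP-1 oligo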
# MITF act: activators of MITF-driven TRPM1 promoter activity in SK-MEL-5 cells. SK-MEL-5 TRPM1-promoter luciferase, 24 h; % of positive control, neutral wells = 0. activation, % at 12.5 µM. actives 0.75% (n = 300,000);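 active means mean activation of at least 80% with every replicate also reaching 80%; inconclusive means mean reaches 80% but some replicate falls short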;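 further: 0% = neutral control wells and 100% = parthenolide positive control wells; values of inactives mirror those of a sister screen read the other way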
# NSD2 inh: blocks human histone methyltransferase NSD2 | inhibition, % at 12.5 µM | O96028 | actives 0.54% (n = 310,000) | NSD2 peptide methylation, AlphaScreen, 120 min; in the data active means inhibition above about 50%
# Target sequence (O96028 whole entry, looked up): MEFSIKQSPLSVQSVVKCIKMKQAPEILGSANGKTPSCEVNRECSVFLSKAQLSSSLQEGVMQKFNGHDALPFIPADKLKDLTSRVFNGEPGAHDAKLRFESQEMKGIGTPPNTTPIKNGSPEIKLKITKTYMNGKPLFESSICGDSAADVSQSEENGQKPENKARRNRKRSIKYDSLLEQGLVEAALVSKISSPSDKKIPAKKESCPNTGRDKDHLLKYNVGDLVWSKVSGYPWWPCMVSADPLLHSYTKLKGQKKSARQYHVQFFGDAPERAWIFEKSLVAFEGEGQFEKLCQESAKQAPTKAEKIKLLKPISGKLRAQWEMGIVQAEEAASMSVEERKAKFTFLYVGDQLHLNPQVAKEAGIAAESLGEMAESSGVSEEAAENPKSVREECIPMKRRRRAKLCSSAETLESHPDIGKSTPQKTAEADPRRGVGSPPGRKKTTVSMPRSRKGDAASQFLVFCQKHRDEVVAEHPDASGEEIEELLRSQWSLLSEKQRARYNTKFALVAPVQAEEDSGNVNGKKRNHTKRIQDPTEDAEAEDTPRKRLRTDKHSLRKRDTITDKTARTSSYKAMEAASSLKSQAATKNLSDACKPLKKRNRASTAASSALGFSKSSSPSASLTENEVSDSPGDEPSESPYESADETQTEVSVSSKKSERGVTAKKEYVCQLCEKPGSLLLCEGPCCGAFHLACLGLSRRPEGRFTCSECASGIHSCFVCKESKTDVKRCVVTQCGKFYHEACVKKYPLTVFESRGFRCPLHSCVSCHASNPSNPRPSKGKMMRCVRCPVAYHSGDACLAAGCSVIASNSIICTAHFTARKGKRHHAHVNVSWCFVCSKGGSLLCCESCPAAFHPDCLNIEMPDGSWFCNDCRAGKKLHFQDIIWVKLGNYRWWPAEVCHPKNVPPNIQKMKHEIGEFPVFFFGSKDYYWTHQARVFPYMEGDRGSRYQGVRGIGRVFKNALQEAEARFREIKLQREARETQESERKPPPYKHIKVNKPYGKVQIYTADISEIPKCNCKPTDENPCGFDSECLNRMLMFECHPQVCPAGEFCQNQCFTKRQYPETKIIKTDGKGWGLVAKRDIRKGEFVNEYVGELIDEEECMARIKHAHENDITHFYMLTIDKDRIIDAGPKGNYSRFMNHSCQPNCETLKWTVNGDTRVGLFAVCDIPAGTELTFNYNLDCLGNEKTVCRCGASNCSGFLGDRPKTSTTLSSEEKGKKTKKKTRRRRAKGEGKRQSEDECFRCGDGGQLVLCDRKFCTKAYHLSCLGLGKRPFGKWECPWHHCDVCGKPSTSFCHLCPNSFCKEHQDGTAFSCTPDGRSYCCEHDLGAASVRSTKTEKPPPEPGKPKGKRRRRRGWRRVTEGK
# * marks the source's active call; other numbers are inactive results; ? = inconclusive; . = no result given.
CAL PDZ FP-2,MITF act,CAL PDZ FP-1,SR-BI uptake up,SR-BI DiI inh,Rtt109 HAT inh,dFosB act,NSD2 inh,PfHsp90 yeast 2,PvdQ inh,Compound
-1.8,-10,4,.,.,-9,5,2,-21,-16,CCN(CC)S(=O)(=O)c1ccc(O)c(NC(=O)c2cc(-c3cc(OC)c(OC)c(OC)c3)nc3ccccc23)c1
-0.4,-9,7,-3,3,-4,1,-4,-2,-2,FC(F)(F)c1ccc(-c2n[nH]c(=S)o2)nc1
-0.4,.,42*,-24,24,2,-2,4,3,-10,COCCCNC(=S)N(CCCO)Cc1cc2cc3c(cc2[nH]c1=O)OCCO3
-4.5,-10,-2,-33,33,-6,3,0,0,-8,O=C(Nc1cccc(S(=O)(=O)N2CCOCC2)c1)c1cccc(S(=O)(=O)N2CCCCC2)c1
-0.7,-1,-4,5,-5,1,3,2,-19,-4,CCOC(=O)C1=C(COC(=O)CCOc2cccc(C)c2)NC(=O)NC1C (configuration not stated)
-0.8,6,0,.,.,3,2,3,1,20,O=C(Nc1nnc(SCc2ccccc2)s1)c1cccc([N+](=O)[O-])c1
-1.6,18,.,-10,10,-16,-4,-1,-13,-7,COc1ccccc1NC(=O)c1cc(S(=O)(=O)NCc2ccccc2)ccc1F
-1.9,9,0,-13,13,-13,-8,1,.,-17,CCCN(C(=O)c1ccccc1Cc1ccccc1)C1CCS(=O)(=O)C1 (configuration not stated)
-0.3,-4,-1,6,-6,-2,-6,-4,56,-13,FC(F)(F)c1ccc(Sc2nnc(-c3cccs3)n2CC2CCCO2)nc1 (configuration not stated)
-3.6,-5,-2,16,-16,-1,2,0,13,-16,O=C(NC1CC1)c1sccc1-n1cccc1
-0.9,.,-1,-30,30,.,15,0,.,-9,CC(C)NC(=O)CSc1nc(-c2cccs2)cc(-c2ccccc2)c1C#N
-2.1,38,0,21,-21,-4,0,-5,-13,-10,COC(=O)c1ccc(NC(=O)C(=O)N2CCCC2)cc1
-0.6,4,.,-6,6,10,-4,9,-25,0,CCOC(=S)SCc1cn2ccc(C)cc2n1
-0.1,.,.,25,-25,-11,6,-1,-7,-12,C=CCNC(=O)C(=O)NCCCN1CCOCC1
.,3,-4,9,-9,-2,-3,0,-40,-2,COc1cc(NS(=O)(=O)c2ccc(Nc3nc(-c4ccccn4)cs3)cc2)nc(OC)n1
-1.1,7,-3,10,-10,-4,-8,.,-6,-5,CC(C)[C@@H]1NC(=O)c2cc([N+](=O)[O-])cc(I)c2NCCC[C@@H](C(=O)NC(CC(=O)O)C(N)=O)NC(=O)[C@H](CO)NC1=O (some centres not stated)
-2.0,1,-5,-58,58,14,-13,-3,11,6,COc1ccc(CN(C2CCCC2)S(=O)(=O)c2ccc(-n3cnnn3)cc2)cc1OC
0.6,-9,1,9,-9,-3,-7,3,-11,-14,COc1ccc([C@@H]2[C@@H](C(=O)C(C)(C)C)N3N=Cc4ccccc4[C@@H]3C23C(=O)OC(C)(C)OC3=O)cc1OC
-2.5,2,0,10,-10,2,-9,-1,.,1,COC(=O)c1ccc(NS(=O)(=O)c2ccc(OC)cc2)cc1
-0.2,.,1,-9,9,0,8,-1,-7,-2,CC(CCc1ccccc1)N1CCN(C)CC1 (configuration not stated)
-1.7,29,-2,3,-3,-11,?,-2,-16,-11,Cc1ccc2oc(-c3cccc(NC(=O)Cc4cccs4)c3)nc2c1
.,7,-4,-27,27,-3,-4,4,19,-5,COc1cccc(Nc2nc(N)c([N+](=O)[O-])c(N3CCOCC3)n2)c1
0.6,3,1,33,-33,15,-9,0,46,13,COCCN(C(=O)CC1CCCCC1)c1c(N)n(CC(C)C)c(=O)[nH]c1=O
0.6,3,.,18,-18,-22,3,-1,.,-12,Cc1ccc(NC(=O)N2CCC(=O)N2)cc1
-1.2,.,.,14,-14,5,-10,1,17,4,O=C(O)/C=C/C(=O)Nc1ccccc1-c1ccccc1
-0.3,.,0,9,-9,-6,1,1,-24,-8,Cc1nn(-c2ccccc2)c(CC(C)(C)C(=O)O)c1C(=O)O
-1.0,-13,.,-14,14,-7,-10,.,3,-11,COc1cc(CCNC(=O)c2cnn3ccccc23)cc(OC)c1OC
-2.0,11,-4,17,-17,1,1,3,2,-9,COC(=O)C(C)(C)ONC(=O)Nc1ccc(Br)cc1
-1.7,-2,0,-12,12,-9,-13,-3,8,-1,CC(C)CCNC(=O)C(=O)NCC1OCCCN1S(=O)(=O)c1cccs1 (configuration not stated)
-0.4,1,.,-4,4,11,23*,-6,.,-9,COc1ccc(NC(=O)C2(c3ccc(NC(=O)c4ccc(C)cc4)cc3)CCCC2)cc1
-1.1,3,-6,-37,37,-2,-8,0,5,6,C/C(=N\NC(=O)c1c(Cl)c(C)nn1C)c1ccc(NC(=O)c2ccncc2)cc1
-1.0,0,-3,2,-2,-2,-14,.,12,-16,C#CCOCCOCCOCCNc1nc(N2CCN(C(=O)[C@H]([C@@H](C)CC)n3cc(CCCN=C(N)N)nn3)CC2)nc(N2CCN(C(=O)[C@H]([C@@H](C)CC)n3cc(CCC(=O)O)nn3)CC2)n1
.,48,-3,-80,80*,18,-9,0,62,19,CCOC(=O)c1cc(C)n(CCc2ccccc2)c1C
-0.4,40,0,-1,1,2,-9,.,-6,-14,CC(C)C[C@H]1CN=C(Nc2ccccc2)N1CC1CCCCCC1
0.4,-11,-1,-4,4,10,-15,.,-39,-6,O=C1CSC(=S)N1/N=C/c1ccc(O)c([N+](=O)[O-])c1
-0.8,-7,-3,-12,12,-4,0,4,27,-10,Cc1cc2c(cc1S(=O)(=O)N(C)c1ccccc1)NC(=O)CO2
-0.6,-3,-2,10,-10,-1,-1,-1,-1,14,O=C(CCc1ccccc1)NC(=S)Nc1ccc(S(=O)(=O)N2CCOCC2)cc1
-1.7,-11,-2,-46,46,2,1,-2,7,4,COc1cc2c(cc1NC(=O)C(C)NCc1ccccc1)oc1ccccc12 (configuration not stated)
.,3,-2,-14,14,9,2,5,-6,-6,CCN(CC)c1ccc(C2N(C(=O)N3CCOCC3)CCN2S(=O)(=O)c2ccc(C)cc2)cc1 (configuration not stated)
-3.9,1,-5,-18,18,0,-1,-3,-11,-13,Cc1ccc(-c2csc(/C(C#N)=C/Nc3ccccc3SC(F)(F)F)n2)cc1
-2.0,-1,-4,.,.,-11,5,-6,0,-4,COc1ccc(CNC(=O)C(C)OC(=O)CN2C(=O)COc3ccccc32)cc1 (configuration not stated)
-0.6,12,-8,8,-8,-9,-2,1,10,-6,Cc1ccc(SCCC(=O)OCC(=O)Nc2ccc(C(N)=O)cc2)cc1
-2.1,3,1,4,-4,19,0,3,-4,-14,Cc1ccc(Nc2nc(N)nc(CN3CCCCCC3)n2)cc1
-0.3,73,0,8,-8,-4,3,-1,-26,23,COc1cccc(Oc2ccc(C(F)(F)F)cc2N)c1
1.0,0,0,-19,19,7,-1,.,-12,18,CCc1cc(=O)oc2cc(OCC(=O)N3CC[C@@]4(O)CCCC[C@H]4C3)ccc12
0.1,.,-1,-8,8,2,-15,-4,-17,-9,COc1ccc2c(c1)c(C(=O)N/N=C/c1ccc(Cl)cc1)c(C)n2C
-0.4,-6,-3,11,-11,12,1,24,-15,-9,Cc1ccc(C)c(S(=O)(=O)N=Nc2c(O)[nH]c3ccccc23)c1
-1.0,-5,-3,11,-11,-19,-12,-9,1,4,Clc1ccc(-c2nnc(NC3=NCCCCC3)o2)cc1
-1.5,1,1,14,-14,3,4,-2,6,-10,Cc1oc(C)c(C(=O)Nc2ccc(CC(=O)O)cc2)c1C(=O)Nc1ccc(CC(=O)O)cc1
.,-9,-9,28,-28,4,-4,0,6,-12,CN1C(=O)CC(P(=O)(c2ccccc2)c2ccccc2)N(C)C1=O (configuration not stated)

# The list continues.
CAL PDZ FP-2,MITF act,CAL PDZ FP-1,SR-BI uptake up,SR-BI DiI inh,Rtt109 HAT inh,dFosB act,NSD2 inh,PfHsp90 yeast 2,PvdQ inh,Compound
-1.5,-10,-2,-3,3,4,5,-2,15,-3,O=C1Nc2ccccc2N=C(c2ccccc2)C1N1CCOCC1 (configuration not stated)
0.5,6,.,8,-8,-3,-7,.,2,-3,Cc1noc(NS(=O)(=O)c2ccc(NC(=O)CSc3nc4c(cc3C#N)CCC4)cc2)c1C
-0.9,7,-4,-17,17,-11,-7,.,-5,-4,COc1ccc(-c2cccc([C@H]3[C@@H]4C=CCC[C@@]4(C)C(=O)N3Cc3ccccc3)c2)cc1
-3.1,-5,-6,0,0,2,-2,-2,6,-3,COc1ccc2ccccc2c1C1NC(=O)c2ccccc2N1 (configuration not stated)
-1.8,.,-1,.,.,-3,1,.,-11,3,Cc1cccc(NC(=O)C2CCCN(C(=O)Nc3ccc(F)cc3)C2)c1C (configuration not stated)
-0.8,.,.,-14,14,-7,1,.,-8,1,O=C(Nc1nc2ccccc2n1CCOc1ccc(Cl)cc1)c1ccco1
-0.2,-12,5,9,-9,11,6,-1,19,-4,Cc1ccc(C(=O)NC2CCN(CCCC(=O)c3ccc(F)cc3)CC2)cc1
23,.,1,-15,15,3,4,0,16,-6,C[n+]1ccc(C(=O)Nc2ccccc2Cl)cc1
-2.4,-2,.,12,-12,14,-12,-1,-14,-3,O=C(COc1ccc(Br)cc1)N1CCC(c2ccccc2)C1 (configuration not stated)
1.0,2,-2,-4,4,10,-7,37,10,20,C=CCN(CC=C)CC(=O)Nc1cccc(Oc2cnccn2)c1
-2.1,5,-3,-10,10,37,-3,-1,2,9,CSc1ccccc1OCc1cc(C(=O)NCC(C)(C)N2CCOCC2)no1
-0.1,-7,-4,23,-23,-5,-3,-2,-11,-12,OC(CC#CCN1CCOCC1)(c1ccccc1)c1ccccc1
-0.2,-1,.,24,-24,7,0,0,-9,-7,CCC(C(=O)OC)n1cnc2c(nnn2-c2ccc(OC)cc2)c1=O (configuration not stated)
-3.2,51,-3,2,-2,.,-5,-2,-7,0,COc1nc(Nc2ccc(C(C)C)cc2)nc(OC)n1
-0.3,-2,-7,2,-2,0,-11,0,-4,-12,O=C(NCc1ccccc1)c1ccccc1OCC(=O)N1CCCCC1

# From PubChem BioAssay

# Rows were taken by chance (roughly 4.3% active in at least one column).
